# M4 ag – agonists of human muscarinic M4 receptor (CHRM4) | activation, % at 3 µM | P08173 | AID 624127 | CHO-K1 hM4/Gqi5, Fluo-8 calcium fluorescence; vehicle 0%, full acetylcholine response 100% | 0.14% of 360,000 active;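 active = activation above the run mean over all test wells plus 3 SD, cut at about 32% in these data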;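 also: peak over basal fluorescence ratio per well then scaled between controls; 0% = DMSO wells and 100% = acetylcholine at EC100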
# M5 antag – blocks acetylcholine activation of human M5 receptor. CHO-hM5 cells, Fluo-8 calcium fluorescence, ACh EC80. inhibition, % at 3 µM. 0.59% of 360,000 active. AID 624040;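 active = inhibition above a per-plate cutoff, the mean of that plate's test compounds plus 3 SD, cut at about 27% in these data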;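 also: 0% = acetylcholine EC80 with DMSO and 100% = DMSO without agonist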
# M4 antag – CHRM4 antagonism in calcium assay; P08173; CHO-hM4 cells, ACh EC80, Fluo-8 calcium fluorescence; inhibition, % at 3 µM; 0.73% of 360,000 active; AID 624125;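 active = inhibition above its plate's cutoff, the mean inhibition of sample wells plus 3 SD, cut at about 27% in these data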;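 also: 0% = acetylcholine EC80 with DMSO and 100% = DMSO without agonist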
# M1 antag – antagonists of human M1 muscarinic receptor. P11229. CHO-K1 hM1, Fluo-8 calcium fluorescence, ACh EC80 antagonist. inhibition, % at 3 µM. 1.3% of 360,000 active. AID 588852;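 active = percent inhibition above its own plate's cutoff, namely the mean of that plate's compound wells plus 3 SD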;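 also: peak over basal fluorescence ratio during 140 s after agonist addition; 0% = ACh EC80 plus DMSO and 100% = DMSO alone without agonist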
# Target sequence (P11229 whole entry, looked up): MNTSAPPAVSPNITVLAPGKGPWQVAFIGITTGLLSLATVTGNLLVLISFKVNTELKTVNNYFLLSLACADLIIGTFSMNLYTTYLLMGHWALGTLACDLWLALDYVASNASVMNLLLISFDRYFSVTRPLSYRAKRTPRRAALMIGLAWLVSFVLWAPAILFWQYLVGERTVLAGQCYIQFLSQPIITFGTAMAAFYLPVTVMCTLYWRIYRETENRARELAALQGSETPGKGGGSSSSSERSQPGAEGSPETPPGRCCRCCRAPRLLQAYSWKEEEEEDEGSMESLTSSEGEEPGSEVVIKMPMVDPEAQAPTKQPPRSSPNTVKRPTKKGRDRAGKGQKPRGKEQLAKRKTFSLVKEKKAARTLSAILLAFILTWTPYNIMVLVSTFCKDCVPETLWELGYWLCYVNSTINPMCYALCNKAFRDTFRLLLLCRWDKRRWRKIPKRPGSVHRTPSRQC
# CHRM1 PAM – positive allosteric modulators of human M1 muscarinic receptor. P11229. CHO-K1 hM1, Fluo-8 calcium fluorescence, ACh EC20; 0% = ACh EC20, 100% = maximal ACh. activation, % at 3 µM. 0.088% of 360,000 active; in the data active = activation above about 19%, passing the limit was not always enough
# CHRM5 PAM – positive allosteric modulators of human muscarinic M5 receptor; P08912; CHO-K1 hM5, Fluo-8 calcium, ACh EC20 PAM; 0% = ACh EC20, 100% = ACh EC100; activation, % at 3 µM; 0.3% of 360,000 active;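 active = activation above the run cutoff, the mean activation of all test compounds plus 3 SD, cut at about 18% in these data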
#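 Probe or stimulus: acetylcholine, EC20 level; Assay system: human M5 receptor in CHO-K1 cells; Schedule: compound preincubation 140 s before EC20 acetylcholine addition; Technique: intracellular calcium via Fluo-8 fluorescence; Dosing: single-point, 3 µM nominal; Read-out basis: percent activation from peak-over-basal fluorescence ratio, scaled EC20-to-EC100 acetylcholine; Repeats: one well per compound, no replicates.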
# TAAR1 ag – human TAAR1 agonism. CHO RD-HGA16 TAAR1, Fluo-8 calcium fluorescence; vehicle wells 0%, saturating PEA agonist 100%. Q96RJ0. AID 624467. activation, % at 3 µM. 0.99% of 360,000 active;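 active = activation above the mean activation of all test compounds in the run plus 3 SD, cut at about 38% in these data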
# Target sequence (Q96RJ0 whole entry, looked up): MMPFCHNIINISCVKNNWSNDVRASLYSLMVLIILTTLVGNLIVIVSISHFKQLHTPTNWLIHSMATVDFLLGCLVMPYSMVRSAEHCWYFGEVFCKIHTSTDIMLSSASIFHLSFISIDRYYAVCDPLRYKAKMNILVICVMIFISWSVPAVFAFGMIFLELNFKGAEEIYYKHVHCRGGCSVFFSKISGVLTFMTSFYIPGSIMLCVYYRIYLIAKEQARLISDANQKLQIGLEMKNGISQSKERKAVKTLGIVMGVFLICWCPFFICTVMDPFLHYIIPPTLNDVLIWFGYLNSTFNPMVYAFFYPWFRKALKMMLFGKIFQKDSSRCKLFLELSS
#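 Repeats: no replicates (n 1) | Material: CHO-derived RD-HGA16 cells with stable Gα16 and human TAAR1 | Technique: Kinetic Fluo-8 calcium fluorescence | Schedule: 17-24 h seeding, 75 min 37 °C dye, 30 min RT | Evaluation: % activation from peak over basal fluorescence ratio, DMSO-to-PEA scaled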
# CHRM1 agonist – agonists of human M1 muscarinic receptor. P11229. CHO-K1 hM1, Fluo-8 calcium fluorescence, agonist mode; 0% DMSO, 100% acetylcholine EC100. activation, % at 3 µM. 0.33% of 360,000 active;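 active = activation above the run's mean compound activation plus 3 SD, cut at about 16% in these data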;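 also: peak over basal fluorescence ratio within a 140 s kinetic read after compound addition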
# M5 ag – CHRM5 agonism in calcium assay; P08912; CHO-K1 hM5 cells, Fluo-8 calcium fluorescence; 0% DMSO wells, 100% maximal acetylcholine response; activation, % at 3 µM; 0.19% of 360,000 active; AID 624037;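 active = activation above the run's mean over test compounds plus 3 SD, cut at about 23% in these data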;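 also: signal is peak over basal fluorescence ratio across the kinetic read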
# Active calls of the source: *; . = not tested or not shown.
# Value order: M4 ag	M5 antag	M4 antag	M1 antag	CHRM1 PAM	CHRM5 PAM	TAAR1 ag	CHRM1 agonist	M5 ag
1	COc1cc(C(=O)OC2CSCC2NC(=O)c2ccccc2)cc(OC)c1OC (stereo unspecified)
    5	4	-9	-4	-1	-11	3	-5	2
2	C=CCOc1ccc(CN(C)CC(=O)N(CC(C)C)c2c(N)n(CC(C)C)c(=O)[nH]c2=O)cc1
    1	-4	1	-19	3	-1	9	-5	-2
3	O=c1oc2c(CN3CCOCC3)c(O)ccc2c2ccccc12
    2	-1	-4	-8	3	-1	3	-5	-2
4	FC(F)Sc1ccc(N=C2NN=C(c3ccc4c(c3)OCCO4)CS2)cc1
    0	2	-9	-5	6	4	4	-4	-1
5	Cc1ccc(S(=O)(=O)NCc2nc(-c3ccccc3)no2)cc1
    2	9	1	-12	14	1	-2	-4	-5
6	N#Cc1ccc[n+](CC(=O)c2ccc(NC(=O)c3ccccc3)cc2)c1
    1	3	7	-17	12	4	0	-1	4
7	COc1ccc(C2=NS(=O)(=O)N(C)C(C(=O)NC(C)c3ccccc3)=C2)cc1 (stereo unspecified)
    6	5	-5	-10	-3	-9	4	-2	2
8	CCCC(N)CCCCCC(=O)O (stereo unspecified)
    0	3	9	-2	3	-3	2	-3	1
9	Cc1cc(C)nc(NS(=O)(=O)c2ccc(NC(=O)Cc3ccccc3)cc2)n1
    13	24	18	15	-12	-18	0	-4	3
10	Oc1ccc(N=Nc2c(O)ccc3ccccc23)cc1
    1	10	12	13	-6	-2	7	-4	1
11	CC1(C)CC[C@]2(C(=O)O)CC[C@]3(C)C(=CCC4[C@@]5(C)CC[C@H](O)C(C)(C)C5CC[C@]43C)C2C1 (stereo partly specified)
    1	-2	-2	-8	10	2	1	0	6
12	CC1CC(C)(C)CC2(C1)NC(=O)N(CC(=O)OCC(=O)Nc1cc(S(=O)(=O)N3CCCCC3)ccc1Cl)C2=O (stereo unspecified)
    2	5	-15	-12	9	0	0	-3	2
13	Cc1cc(C)nc(SCC(=O)Nc2ccnc3ccccc23)n1
    14	35*	10	17	-5	-20	5	2	7
14	O=C(O)c1cccc(CN2C(=O)CSC2=O)c1
    0	-3	5	-11	12	3	1	-2	1
15	CSc1ccc(C(=O)C2CCCN(C(=O)CCn3cncn3)C2)cc1 (stereo unspecified)
    1	5	-11	-3	0	6	3	-5	-5
16	CCC(c1nnnn1CCOC)N1CCN(Cc2ccccc2)CC1 (stereo unspecified)
    0	-3	-13	-15	4	1	5	-6	-5
17	COc1ccc(Cc2c(-c3ccccc3)nc3ccc(Br)cn23)c(C)c1
    0	6	-30	7	-1	-3	-1	-8	-1
18	CCOc1ccc(NC(=O)CSc2nnnn2C2CC2)cc1S(=O)(=O)N1CCCC1
    5	11	-10	1	4	-3	10	-4	4
19	O=C(Nc1ccccc1)c1nc[nH]c1C(=O)NCCCCNC(=O)c1[nH]cnc1C(=O)Nc1ccccc1
    5	7	9	4	-3	-14	21	-4	3
20	Oc1ccccc1/C=N/Nc1ccnc(SCc2ccccc2)n1
    -1	-1	5	-13	3	6	18	-10	-5
21	CCCCn1c(N)c(N(CCOC)C(=O)COC(=O)CCOc2ccccc2C)c(=O)[nH]c1=O
    1	0	-24	-16	9	-2	2	-6	-2
22	CCc1ccc(OCc2nnc(NC(=O)c3cccs3)s2)cc1
    1	2	6	-6	-1	2	19	-3	1
23	O=C(COC(=O)C1CC2C=CC1C2)Nc1ccccc1F (stereo unspecified)
    1	12	4	-2	6	-1	1	-3	0
24	Cc1cccc(NS(=O)(=O)c2ccc(C)c(C(N)=O)c2)c1
    4	3	-9	-8	11	0	.	-5	1
25	CN(C(=O)CC(NC(=O)c1ccccc1Cl)c1ccccc1)c1ccccc1 (stereo unspecified)
    2	1	1	-11	6	5	0	-1	-3
26	Cc1ccc(CN2CCN(Cc3cnc(N(C)C)s3)CC2CCO)o1 (stereo unspecified)
    0	-5	0	-11	8	8	0	-5	4
27	CCCOc1ccc(-c2nc(N3CCN(C)CC3)c3ccccc3n2)cc1
    4	7	3	-5	-1	0	7	-8	-4
28	COc1ccc(OC)c(C(c2nnnn2CC2CCCO2)N2CCN(C)CC2)c1 (stereo unspecified)
    1	-8	3	-24	6	5	0	1	-2
29	COc1ccc(CNC(=O)COC(=O)c2cc3ccccc3o2)cc1
    1	-2	7	29*	-13	2	5	-2	7
30	O=C(O)c1cccc(S(=O)(=O)N(Cc2ccccc2)c2ccc(Cl)cc2)c1
    0	5	1	1	1	-3	0	-5	-3

# Complete entries, looked up by structure. Screens in order: M4 ag, M5 antag, M4 antag, M1 antag, CHRM1 PAM, CHRM5 PAM, TAAR1 ag, CHRM1 agonist, M5 ag
# CN(C(=O)CC(NC(=O)c1ccccc1Cl)c1ccccc1)c1ccccc1 (stereo unspecified) across the screens: 2, 1, 1, -11, 6, 5, 0, -1, -3
# O=C(COC(=O)C1CC2C=CC1C2)Nc1ccccc1F (stereo unspecified) across the screens: 1, 12, 4, -2, 6, -1, 1, -3, 0
# CC1CC(C)(C)CC2(C1)NC(=O)N(CC(=O)OCC(=O)Nc1cc(S(=O)(=O)N3CCCCC3)ccc1Cl)C2=O (stereo unspecified) across the screens: 2, 5, -15, -12, 9, 0, 0, -3, 2

# The list continues:
# Value order: M4 ag	M5 antag	M4 antag	M1 antag	CHRM1 PAM	CHRM5 PAM	TAAR1 ag	CHRM1 agonist	M5 ag
31	CCN(CC)C(=O)c1nc[nH]c1C(=O)N1CCC(C)CC1
    1	1	-17	-5	2	-4	0	4	1
32	COc1ccc(N(CC(=O)NCc2cccc(OC)c2)S(=O)(=O)c2c(C)noc2C)cc1
    2	-1	-9	6	-5	-2	8	-3	4
33	NC(=O)C1CCN(C(=O)CN2C(=O)c3ccccc3S2(=O)=O)CC1
    1	-1	-1	6	0	1	6	-2	-2
34	CCOC(=O)N1CCN(CC(O)COCc2ccc(Cl)cc2)CC1 (stereo unspecified)
    2	1	4	1	-3	2	2	-5	-7
35	Cc1nn(CC2CC2)c(=O)n1-c1ccc(F)cc1
    5	9	-10	-12	10	-2	4	-7	0
36	COc1cccc(N(CC(=O)Nc2cccnc2)S(C)(=O)=O)c1
    2	2	-4	-1	8	-5	1	-3	-3
37	COc1ccc(NC(=O)N2CCCCCC2)cc1
    1	-2	-6	7	1	9	0	-5	-1
38	Cc1cccc(C(=O)NNC(=O)CN2C(=O)c3ccccc3C2=O)c1
    0	8	2	-7	11	-1	11	-7	1
39	CSc1ncccc1C(=O)N1CCN(S(=O)(=O)c2ccc3ccccc3c2)CC1
    4	16	14	-1	-4	-14	0	-4	-1
40	Cc1nnc(NC(=O)c2sc3ccccc3c2Cl)s1
    1	-2	-10	-19	-2	4	10	-1	-1
41	COc1ccc(-c2nc(CS(=O)CC(=O)NCc3ccc(F)cc3)c(C)o2)cc1 (stereo unspecified)
    2	13	1	-8	4	-1	-1	-2	-3
42	Cc1cccc(-n2c(-c3ccncc3)n[nH]c2=S)c1C
    2	3	-10	-2	7	4	1	-2	1
43	COC(=O)c1c(O)cc(=O)n2c1CCCCC2
    1	14	-2	-14	9	-11	8	-4	3
44	CSc1ccc(/C=C/C(=O)OCC(=O)N(C)CCC#N)cc1
    2	-5	0	-4	9	4	6	1	2
45	Cn1cnc(C(=O)N2CCN(c3ccccc3)CC2)c1C(=O)N1CCN(c2ccccc2)CC1
    1	12	8	10	-3	1	0	-3	0
46	c1ccc(N2CCOCCOCCOCCOCCOCC2)cc1
    1	5	3	-14	8	0	1	-3	-1
47	CCOC(=O)N1CCN(C(=O)CSc2ccc(-c3ccncc3)nn2)CC1
    0	-2	-7	-10	8	5	0	-7	1
48	CCOc1ccc(NC(=O)N2CCC(NC(=O)C(Cc3ccc(OC)c(OC)c3)NC(C)=O)CC2)cc1 (stereo unspecified)
    0	-4	2	0	3	-3	0	-2	-3
49	CN(C1CC(C)(C)NC(C)(C)C1)S(=O)(=O)CC12CCC(CC1=O)C2(C)C (stereo unspecified)
    2	-1	-2	-31	17	2	2	-3	2
50	Cc1ccc(N2C(=O)CSCC2=O)cc1
    0	-2	5	-11	8	0	4	-3	-2
51	CCOC(=O)c1csc(-c2ccc(OC)c(OC)c2)n1
    1	12	-10	-8	6	-4	1	-6	1
52	Cc1c(-c2ccc(OCc3ccccc3)cc2)nc2ccccc2c1C(=O)O
    1	5	-9	-13	11	3	14	-1	1
53	COc1cccc(NC(=S)N(CCCN2CCCC2)Cc2ccco2)c1
    1	6	11	17	-12	-1	1	-8	-15
54	CCCCCC(C(=O)O)C(C)CC(=O)NC1CCCCC1 (stereo unspecified)
    1	9	2	-24	7	-1	13	2	-7
55	COC(=O)c1[nH]c2c(c1C)C(=O)CC(c1ccc(OC)cc1)C2 (stereo unspecified)
    9	10	8	6	-7	-8	6	0	-1
56	CCN(CC1COc2ccccc2O1)C(=S)NC1CC2CCC1C2 (stereo unspecified)
    1	6	-1	-8	9	8	6	-1	1
57	CCOC(=O)c1c(N2C(=O)Nc3ccccc3N2O)sc2c1CCCCC2
    1	4	4	-15	12	-2	2	-5	-4
58	COCC(=O)NCCc1nc(-c2ccccc2)cs1
    0	6	9	0	-4	5	19	-2	0
59	CC(=O)Nc1nc(-c2ccc3c(c2)CCO3)cs1
    2	-1	-2	-1	-1	-1	2	-5	0
60	CCOC(=O)c1ccc(N2CCOCC2)c(NC(=O)COCC(=O)O)c1
    0	6	-3	-12	7	-2	8	-2	-2
61	CCOc1ccc(/C=N/NC(=O)c2c(-c3ccccc3)noc2C)cc1
    0	16	-4	-10	4	-7	1	-6	-4
62	COc1cc(/C=C2\SC(=N)N(c3ccc4c(c3)OCO4)C2=O)cc(OC)c1O
    1	3	-4	-9	11	-2	9	-2	1
63	CCCCN1CC(N2CCN(C3CCN(C)CC3)CC2)CS1(=O)=O (stereo unspecified)
    0	-9	-8	-6	6	5	3	-4	3
64	CC(OC(=O)c1ccccc1NS(=O)(=O)c1cccc(N)c1)C(=O)N(C)Cc1ccccc1 (stereo unspecified)
    4	6	10	-2	-2	-10	1	-6	3
65	COc1ccccc1N(C(=O)c1snc(C(N)=O)c1N)C(C(=O)NCCC(C)C)c1ccco1 (stereo unspecified)
    0	9	11	4	-2	1	4	-9	-2
66	Cc1cccc(NC(=O)C2CCCN2C(=O)OCc2ccccc2)c1 (stereo unspecified)
    3	-3	-9	-11	6	2	2	-5	-1
67	Cc1cc(C)cc(NS(=O)(=O)c2ccc(Oc3ncc(C(F)(F)F)cc3Cl)cc2)c1
    -1	-5	-1	-1	3	-14	5	-1	-5
68	O=C(NCc1ccc2c(c1)OCO2)C1CC(=O)N(CCc2ccc(Cl)cc2)C1 (stereo unspecified)
    3	16	4	-1	5	-8	-1	-4	-5
69	COc1ccc(CC(=O)N2CCN(c3ccc(C4=NNC(=O)CC4C)cc3)CC2)cc1 (stereo unspecified)
    10	14	-20	5	-3	-17	7	0	10
70	COc1ccc(-c2c[n+]3c(n2-c2ccccc2)SCC3)cc1OC
    1	1	5	-3	5	3	-1	-8	-5
71	CC(C)(C)NC(=O)c1nn(Cc2ccccc2)c(=O)c2ccccc12
    3	5	1	-4	5	5	-1	-8	-6
72	CCOc1ccc(C(=O)N(Cc2ccc(OC)cc2)Cc2cc3cc(OC)ccc3[nH]c2=O)cc1
    0	-5	-9	2	11	3	1	0	1

# Only part of the results is shown, so the mix of outcomes need not match the whole.
